Bioassay records from PubChem BioAssay.
Runt-SMMHC FRET: inhibitors of human RUNX1 Runt domain binding to CBFb-SMMHC; Q01196+Q13951; Cerulean-Runt/Venus-CBFb-SMMHC FRET ratio 530/480, 1 h; inhibition, % at 20 µM; 220,000 compounds, 0.74% hits; AID 1434;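 active = mean inhibition across duplicate retests at 20 µM reaching about 50%, limit read from the data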;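 also: 0% = DMSO wells and 100% = wells with excess untagged CBFb-SMMHC; inhibitors lower the FRET ratio by blocking Runt binding to CBFb-SMMHC; some results filed as inactive read as strong as hits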
Target sequence (Q01196 whole entry, looked up, the tested form may be a part): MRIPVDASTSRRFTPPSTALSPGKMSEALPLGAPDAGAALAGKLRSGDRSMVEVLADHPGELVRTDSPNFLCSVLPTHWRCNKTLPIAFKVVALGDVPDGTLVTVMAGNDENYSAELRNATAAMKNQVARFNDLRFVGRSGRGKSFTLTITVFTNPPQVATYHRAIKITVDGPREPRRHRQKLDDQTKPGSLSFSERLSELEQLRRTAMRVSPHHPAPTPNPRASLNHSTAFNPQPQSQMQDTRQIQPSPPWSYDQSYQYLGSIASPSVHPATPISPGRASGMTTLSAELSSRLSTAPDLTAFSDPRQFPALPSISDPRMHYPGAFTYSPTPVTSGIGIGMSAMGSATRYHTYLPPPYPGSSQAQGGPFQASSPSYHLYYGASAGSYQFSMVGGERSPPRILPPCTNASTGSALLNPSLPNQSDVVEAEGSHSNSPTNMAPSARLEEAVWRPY
Target sequence (Q13951 whole entry, looked up, the tested form may be a part): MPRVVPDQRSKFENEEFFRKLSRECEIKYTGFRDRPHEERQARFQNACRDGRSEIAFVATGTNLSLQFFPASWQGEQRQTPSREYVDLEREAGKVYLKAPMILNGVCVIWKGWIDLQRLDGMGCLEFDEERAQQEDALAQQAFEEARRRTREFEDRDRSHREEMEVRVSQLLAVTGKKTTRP
Runt-CBFb FRET: inhibitors of human RUNX1 Runt domain binding to CBFb; AID 1496; Cerulean-Runt/Venus-CBFb FRET ratio 530/480, 1 h; inhibition, % at 20 µM; Q01196+Q13951; 220,000 compounds, 0.46% hits;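 active = inhibition over about 50% at 20 µM in the single-dose screen, limit read from the data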;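 also: 0% = DMSO wells and 100% = excess unlabeled CBFb competitor control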
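Assay system: Cerulean-tagged RUNX1 Runt domain (FRET donor) fusion protein / Amount: 100 nM each of Venus-CBFb and Cerulean-Runt domain / Medium: Tris buffer pH 7.5 with salts and BSA / Also added: Venus-CBFb 100 nM / Schedule: 1 h complex formation plus 1 h compound treatment, room temperature / Signal: FRET fluorescence / Read-out: loss of energy transfer signal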
The depositor's hits bear a star.

SMILES	Runt-SMMHC FRET	Runt-CBFb FRET
CCn1c(NCCc2ccc(OC)c(OC)c2)nc2c1c(=O)n(C)c(=O)n2C	0	-3
CCOC(=O)c1c(NC(=O)c2cccs2)sc2c1CCC2	2	2
Cc1nnc(NC(=O)CCC(=O)N2CCN(CCc3ccccc3)CC2)s1	-2	0
COc1ccc(-c2nsc3c(N4CCN(S(=O)(=O)c5ccccc5)CC4)ncnc23)cc1	2	0
CC(C)(C)Nc1ncnc2c1cnn2-c1ccccc1	0	2
O=c1oc2c(CN3CCCCCC3)c(O)ccc2cc1-c1nc2ccccc2[nH]1	38	12
Cc1cnc(C(=O)Nc2ccc(C(=O)N(C)C3CCCCC3)cc2)cn1	1	-2
COc1ccc(CN2CCN(c3cc(C)nc4c5c(C)cc(C)nc5nn34)CC2)cc1F	18	4
CCOc1ccc(C2C(C#N)=C(N)N3C(=C2C#N)Sc2ccccc23)cc1 (stereo not drawn)	34	13
Cc1cc(C)nc(N2CCN(c3ncnc4c3cnn4Cc3ccc(Cl)cc3Cl)CC2)n1	0	-4
CCn1c(=O)c(C(=O)Nc2cnccn2)c(O)c2ccccc21	-7	0
Cc1nc(NC2=NCN(Cc3ccco3)CN2)nc2ccccc12	0	0
Cc1ccc(S(=O)(=O)Oc2ccc(/C=N/N=C3/NC(=O)C(CC(=O)O)S3)cc2)cc1 (stereo not drawn)	-3	-1
Cc1csc2ncc(C(=O)Nc3ccccc3F)c(=O)n12	3	-2
CCN1CCN(Cc2ccc3c(c2)Cc2ccccc2-3)CC1	-3	-1

The final 7 records of the part above open the next one:
SMILES	Runt-SMMHC FRET	Runt-CBFb FRET
CCOc1ccc(C2C(C#N)=C(N)N3C(=C2C#N)Sc2ccccc23)cc1 (stereo not drawn)	34	13
Cc1cc(C)nc(N2CCN(c3ncnc4c3cnn4Cc3ccc(Cl)cc3Cl)CC2)n1	0	-4
CCn1c(=O)c(C(=O)Nc2cnccn2)c(O)c2ccccc21	-7	0
Cc1nc(NC2=NCN(Cc3ccco3)CN2)nc2ccccc12	0	0
Cc1ccc(S(=O)(=O)Oc2ccc(/C=N/N=C3/NC(=O)C(CC(=O)O)S3)cc2)cc1 (stereo not drawn)	-3	-1
Cc1csc2ncc(C(=O)Nc3ccccc3F)c(=O)n12	3	-2
CCN1CCN(Cc2ccc3c(c2)Cc2ccccc2-3)CC1	-3	-1
CCOC(=O)c1sc2ncn(/N=C/c3ccccn3)c(=O)c2c1C	3	3
Clc1cccc(-c2nn3c(-c4ccncc4)nnc3s2)c1	2	2
O=c1c2c3nc4ccccc4nc3n(/N=C/c3ccco3)c2ncn1CCC1=CCCCC1	-5	2
CCOC(=O)c1cc2c(=O)n3ccccc3nc2n(Cc2ccccc2Cl)c1=N	39	39
CCN1C(=O)c2cccc3c(N)ccc1c23	-6	-4
CN(C)CCN1C(=O)c2oc3ccccc3c(=O)c2C1c1ccccc1 (stereo not drawn)	0	-1
O=C(c1ccc(C(=O)N2CCCc3ccccc32)nc1)N1CCCc2ccccc21	0	-1
COc1cccc(-c2nnc3sc(-c4ccc(Cl)cc4)nn23)c1	1	-2
N#Cc1c(NC(=O)CSc2nc3ccccc3c(=O)n2Cc2ccco2)sc2c1CCCC2	1	-1
CCN(CC)CCN1C(=O)C(O)=C(C(C)=O)C1c1ccccc1 (stereo not drawn)	0	-1
Cc1ccc(-c2nnc(CSc3nc(C)nc4sc(C)c(C)c34)o2)cc1	-6	-2
CCCc1nc(SCC(=O)c2ccc(OC)cc2)c2c(=O)n(C)c(=O)n(C)c2n1	1	3
Cc1cc(C)c2nc(NC3=NCN(CCN4CCOCC4)CN3)nc(C)c2c1	2	-2
Cn1c(-c2nonc2NC(=O)c2ccc(C(C)(C)C)cc2)nc2ccccc21	3	-2
Brc1ccc(-c2nn3c(-c4ccncc4)nnc3s2)o1	1	0
CCc1c(C)nc(N)n2c(SCC(=O)N3CCN(c4ccccc4OC)CC3)nnc12	-2	-1
COc1ccc2nc(C)c(C(=O)OCCN(C)C)cc2c1	-2	-1
O=C1C(=O)N(CCCn2ccnc2)C(c2cccnc2)/C1=C(/O)c1ccc(F)cc1 (stereo not drawn)	0	-2
Cc1oc(/N=C/c2c(O)ccc3ccccc23)c(C#N)c1C	49	26
CCN(CC)CCCN1C(=O)C(=O)/C(=C(/O)c2ccc(OC)c(Cl)c2)C1c1ccco1 (stereo not drawn)	-7	-3
CCn1cc(C(=O)NC2CC3CCC2C3)c(=O)c2ccc(C)nc21 (stereo not drawn)	1	1
CCc1cc(=O)oc2cc(OCC(=O)N3CCc4ccccc43)ccc12	6	1
CCCCCOc1ccc(/C=c2\sc3ncnn3c2=O)cc1	-8	0
O=C1CCCC2=C1C(c1c(Cl)nc3sccn13)C1=C(CCCC1=O)N2	-2	3
CCn1c2ccccc2c2cc(C3C(C#N)=C(N)OC4=C3C(=O)CC(C)(C)C4)ccc21 (stereo not drawn)	-1	0
C=C1CSc2nc(=O)c3c4c(sc3n21)CCC4	-2	-2
CCCn1c2c(c(O)c(C(=O)Nc3ccccn3)c1=O)CCCC2	-1	-4
COc1ccc(CNS(=O)(=O)c2ccc(S(=O)(=O)N3CCCCC3)cc2)cc1	3	-5
Cn1c(SCC(=O)Nc2cc(=O)n(C)c(=O)n2C)nnc1-c1cccs1	-3	-2
CC1(C)CC(=O)C(C=NCCN2CCN(C(=O)C34CC5CC(CC(C5)C3)C4)CC2)=C(O)C1	-1	-2
CCOc1ccc(NC(=O)CN2CCC(NC(=O)C3CCCCC3)CC2)cc1	3	-3
CCOC(=O)N1CCC(NC(=O)C(NC(=O)C2CCCCC2)C(C)C)CC1 (stereo not drawn)	6	-1
Cc1cccn2c(=O)c3cc(C(=O)NCCCN4CCOCC4)n(C)c3nc12	3	0
O=C(Nc1ccc(C2CCCCC2)cc1)C1CCCN(c2ncccn2)C1 (stereo not drawn)	-2	0
Cc1oc(-c2ccc(F)cc2)cc1-c1nn2c(-c3ccoc3C)nnc2s1	12	30
COc1ccc(N2CCN(C(=O)CSc3nc4cc(OC)c(OC)cc4cc3C#N)CC2)cc1	9	12
Cc1ccc2[nH]c(=O)c(CN(CC3CCCO3)C(=O)c3ccco3)cc2c1 (stereo not drawn)	2	3
CCOc1ccc2[nH]c(=O)c(CN(CC3COCCO3)C(=O)c3ccco3)cc2c1 (stereo not drawn)	3	9
CC(=O)Oc1ccc(N2C(=O)C3C(C2=O)C2(C)C=CC3(C)O2)cc1 (stereo not drawn)	16	25
COc1ccc(/C(O)=C2/C(=O)C(=O)N(CCCN(C)C)C2c2cccnc2)cc1 (stereo not drawn)	0	3
Cc1cc(N2CCN(C3CCCC3)CC2)n2ncc(-c3ccccc3)c2n1	2	0
COC(=O)c1cc2c(=O)n3ccccc3nc2n(C)c1=N	42	13
O=C1CCCC2=C1C(c1ccccc1)C1=C(CCCC1=O)O2	3	-1
COc1ccc(CC(=O)Nc2cc(C)c3c(=O)oc4ccccc4c3n2)cc1	-4	1
COc1ccc(-c2ccc(-c3noc(-c4ccc(OC)c(OC)c4)n3)c(OC)n2)cc1	4	3
COc1ccccc1NC(=O)N(CCCN1CCOCC1)Cc1cc2cc3c(cc2[nH]c1=O)OCO3	-8	-5
O=C(Nc1cccc(NC(=O)c2nccc3ccccc23)c1)c1ccco1	0	-1
Cc1cc(C)n(-c2ccc(Cl)c(C(=O)OCC(=O)N3CCCCC3C)n2)n1 (stereo not drawn)	4	-2
CC(=O)c1c(COC(=O)c2ccco2)nc2ccccc2[n+]1[O-]	0	-2
Cc1ccc(CNC(=O)c2cc3c(=O)n4ccccc4nc3n(Cc3ccco3)c2=N)cc1	39	88*
CCOC(=O)Cn1c(=O)c2c(nc(Br)n2Cc2ccc(Cl)cc2)n(C)c1=O	-1	-2
Cc1nn2c3c(cnc2c1-c1ccc(Cl)cc1)C(=O)CC(c1ccco1)C3 (stereo not drawn)	-186	-101
Cc1ccc2cc(C#N)c(SCC(=O)NCC3CCCO3)nc2c1C (stereo not drawn)	-2	1
CSc1nc(N2CCN(CCO)CC2)c2sc3nc(-c4ccco4)c4c(c3c2n1)CCC4	-13	-4
CCCCc1nc2ccccc2c(=O)n1NC(=O)c1c(O)c2cccc3c2n(c1=O)CCC3	1	-4
C=CCn1c(SCc2cc(=O)n3ccsc3n2)nc2sc(C)c(C)c2c1=O	0	-7
CCSc1nnc(NC(=O)c2cnccn2)s1	-2	-1
COc1nc2ccccc2cc1-c1noc(-c2cccnc2)n1	0	0
CCn1c(SCC(=O)N2c3ccccc3Sc3ccccc32)nc2c1c(=O)n(C)c(=O)n2C	0	-1
O=C1c2oc3ccc(Cl)cc3c(=O)c2C(c2ccccn2)N1CCCN1CCOCC1 (stereo not drawn)	-2	2
(next part)
SMILES	Runt-SMMHC FRET	Runt-CBFb FRET
Cc1nc(NC2=NCN(Cc3ccccc3)CN2)nc2ccccc12	-1	1
CCOC(=O)c1c(NC(=O)CSc2nc3c(c(=O)n(C)c(=O)n3C)n2CC)sc(C)c1C	1	-2
O=c1c2c3nc4ccccc4nc3n(-c3ccc4c(c3)OCCO4)c2ncn1C1CCCC1	-24	-1
CC(C)n1c(SCC(=O)c2ccc3c(c2)OCCO3)nc2c1c(=O)n(C)c(=O)n2C	0	-1
COCCCn1c(=NC(=O)c2ccc3c(c2)OCO3)c(C#N)cc2c(=O)n3cccc(C)c3nc21	155*	127*
COc1cccc(C2C(C(=O)c3cccs3)=C(O)C(=O)N2CCCn2ccnc2)c1OC (stereo not drawn)	-7	0
CCOC(=O)c1c(C)[nH]c(C(=O)COC(=O)c2cn(CC)c3nc(C)ccc3c2=O)c1C	-2	-1
Cc1ccc2nc(Nc3nc(=O)c4ccccc4n3C)nc(C)c2c1	-14	-4
COc1cc(OC)cc(-n2c3nc4ccccc4nc3c3c(=O)n(CC4CCCO4)cnc32)c1 (stereo not drawn)	3	1
O=C1CCCCCN1CP(=O)(O)CN1CCOCC1	0	-47
O=c1c2c3c(sc2n2cnnc2n1C1CCCCC1)CCC3	4	-1
Cn1c(=O)c2c(nc(N3CCN(Cc4ccccc4)CC3)n2CCSc2ncccn2)n(C)c1=O	-1	0
CN(C)CCCNc1c2c(c(C#N)c3nc4ccccc4n13)CCC2	10	5
Cc1ccc(C(=O)C2=C(O)C(=O)N(CCCN(C)C)C23C(=O)N(C)c2ccccc23)o1 (stereo not drawn)	-2	0
CC1(C)Cc2c(sc3c2c(=N)n(Cc2ccco2)c(=O)n3CC(=O)Nc2ccc(Cl)cc2)CO1	-1	-4
CCOC(=O)c1ccc2c(c1)nc(COc1ccccc1C#N)n2CC	8	0
CCCn1c(C)cc(C(=O)CSc2nnc3n(CCC)c(=O)c4ccccc4n23)c1C	-2	4
COc1ccc(OC)c(N/C(=N\c2nc(C)cc(C)n2)NC(=O)c2ccco2)c1	0	1
CCOc1ccc(NC(=O)CSc2nc3c(c(=O)n2-c2ccccc2OC)SCC3)cc1	-2	-2
O=C(CSc1ccc2nnc(-c3ccncc3)n2n1)N1CCc2ccccc21	-3	0
COc1ccc(N2CC(C)Cn3c2nc2c3c(=O)n(CCc3ccccc3)c(=O)n2C)cc1 (stereo not drawn)	-1	-4
c1ccc(-n2ncc3c(N4CCN(c5ccccn5)CC4)nc(N4CCOCC4)nc32)cc1	-1	-4
CCCCCCn1c(=O)c(-c2nc3ccccc3c(=O)[nH]2)c(O)c2ccccc21	0	-1
Cc1nnc2sc(-c3ccc(-c4ccc(Cl)c(C(F)(F)F)c4)o3)nn12	1	4
CCOc1ccccc1NC(=O)c1c(NC(=O)CNCc2ccco2)sc2c1CCC2	-4	-5
Cc1ccc2nc3c(cc(C#N)c(=O)n3CCN3CCOCC3)c(=O)n2c1	63*	146*
Cc1nc(NC2=NCN(Cc3cccnc3)CN2)nc2c(C)cccc12	-4	1
Cc1ccnc(SCCn2c(N3CCN(C)CC3)nc3c2c(=O)[nH]c(=O)n3C)n1	-1	2
CN1CCN(c2nc(-c3ccccc3)nc3c2oc2ccccc23)CC1	-1	-4
Clc1cccc(-c2nnc3sc(-c4ccc5c(c4)OCO5)nn23)c1	-16	5
COc1ccc(CCNC(=O)c2c(O)c3cccc4c3n(c2=O)CC4)cc1OC	-8	-8
CC(C)c1nc2oc3c(N4CCN(C)CC4)ncnc3c2c2c1CCC2	0	-2
Cc1nc2c(c(=O)n1Cc1ccco1)c1nc3ccccc3nc1n2Cc1ccccc1	52*	34
CCN1CCN(c2ncnc3c2sc2nc(N4CCOCC4)c4c(c23)CCC4)CC1	0	-2
COC(=O)c1ccc(CSc2ccc3nnc(-c4cccnc4)n3n2)o1	0	2
CN1C(=O)c2c(sc3c2CC(C)(C)SC3)N2CCN=C12	4	-2
CN1CCN(Cc2nc3c(c(=O)[nH]c(=O)n3C)n2Cc2c(F)cccc2Cl)CC1	-6	0
CCN(CC)CCCN1C(=O)C(=O)/C(=C(/O)c2ccc3c(c2)CC(C)O3)C1c1ccncc1 (stereo not drawn)	0	1
Cc1cccc(N2CCCn3c2nc2c3c(=O)n(CC(=O)OCc3ccccc3)c(=O)n2C)c1	0	-4

One compound at a time (already shown). Screens in order: Runt-SMMHC FRET	Runt-CBFb FRET
Cc1nc2c(c(=O)n1Cc1ccco1)c1nc3ccccc3nc1n2Cc1ccccc1 as listed: 52*	34
CC(C)c1nc2oc3c(N4CCN(C)CC4)ncnc3c2c2c1CCC2 as listed: 0	-2

The list is partial; count on the stated rates, not on these rows.
